Screening data (PubChem)
HTT ATP protect = cytoprotection in Huntington HTT-Q103 PC12 cell model; 230,000 tested, 0.14% active; AID 1471; Potency, µM (top dose mostly 56.4 µM), for the others: cytoprotection (ATP increase), hits mostly activators; PC12 HTT-Q103 induced, cytoprotection, ATP luminescence, 40 h;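 further: % of control where 0% means no effect; nearly all actives have a fitted effect of over 45% in size; toxic huntingtin expression switched on by the ecdysone agonist tebufenozide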
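Readout: ATPlite luminescence (ATP level). Model: stable PC12, inducible Htt exon1 Q103-GFP. Inducer: tebufenozide, 100 nM final. Compounds: dose series. No G418 in medium.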
Tau FP inhib = inhibitors of human tau fibril formation | K18 P301L tau heparin fibrillization, Alexa594 FP, 6 h | Potency, µM (titrated, usually from 57.7 µM), for inactives: at the top dose activity, negative = inhibition, most hits filed as inhibitors | P10636 | 280,000 tested, 0.39% active | AID 1468; further: on the % scale 0 is the no-effect control and ±100 the full control effect; nearly all actives have a fitted effect of over 55% in size
Target sequence (P10636 561-689 P618L limits assumed): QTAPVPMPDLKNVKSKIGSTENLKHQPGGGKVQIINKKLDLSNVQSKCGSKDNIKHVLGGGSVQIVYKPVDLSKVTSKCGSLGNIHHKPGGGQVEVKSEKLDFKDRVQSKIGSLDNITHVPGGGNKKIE
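Recombinant K18 P301L […], labeled with Alexa 594 at 0.24 uM over 15 uM unlabeled; heparin inducer 20 uM final; 37 C, 6 hr; FP endpoint.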
HttQ103 aggreg = reduces HttQ103-GFP aggregates in PC12 cells; PC12 HttQ103-GFP aggregates, Acumen cytometry, 40 h; Potency, µM (highest dose often 46.1 µM), inactives show at the top dose activity change, negative = inhibition, most hits filed as inhibitors; 220,000 tested, 1.1% active; AID 1688; further: on the % scale 0 is the no-effect control and ±100 the full control effect; nearly all actives have a fitted effect of over 60% in size
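Ecdysone-promoter PC12 model expressing HTT exon 1 Q103 fused to GFP, induced by tebufenozide at 100 nM final. Compounds titrated; aggregates sized 1–25 µm scored on a 488 nm laser cytometer.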
ALDH1A1 block = blocks purified human ALDH1A1 activity; P00352; Purified ALDH1A1, NADH fluorescence, propionaldehyde substrate; Potency, µM (doses to about 75.3 µM), without a hit: at the highest dose activity, negative = inhibition, most hits filed as inhibitors; 220,000 tested, 7.3% active; AID 1030; active means well fitted inhibition curve with a large enough effect, not every such curve was filed as active; inconclusive means small, poorly fitted or top-dose-only effect, or another doubt; inactive means no such curve, though single readings can be large or run the other way;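 further: plate controls were no enzyme wells and a reference inhibitor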
Target sequence (P00352 whole entry, looked up): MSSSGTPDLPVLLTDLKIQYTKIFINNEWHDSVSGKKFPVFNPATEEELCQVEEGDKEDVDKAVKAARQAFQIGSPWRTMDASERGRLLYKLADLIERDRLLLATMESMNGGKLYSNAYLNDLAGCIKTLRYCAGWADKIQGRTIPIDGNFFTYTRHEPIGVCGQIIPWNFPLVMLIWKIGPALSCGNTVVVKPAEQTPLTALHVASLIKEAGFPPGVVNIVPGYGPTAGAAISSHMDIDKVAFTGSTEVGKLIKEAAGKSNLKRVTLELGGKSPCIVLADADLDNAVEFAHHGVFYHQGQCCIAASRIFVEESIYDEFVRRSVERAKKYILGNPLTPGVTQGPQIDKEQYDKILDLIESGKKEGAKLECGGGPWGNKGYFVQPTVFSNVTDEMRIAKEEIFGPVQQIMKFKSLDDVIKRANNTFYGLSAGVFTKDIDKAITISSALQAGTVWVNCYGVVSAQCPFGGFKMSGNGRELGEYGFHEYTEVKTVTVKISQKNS
JMJD2E inh = JMJD2E (human) inhibition; 230,000 tested, 1.6% active; Potency, µM (doses to about 57.1 µM), without a hit: top-dose activity change, negative = inhibition, most hits filed as inhibitors; JMJD2E catalytic domain, FDH-coupled NADH fluorescence (FDH is formaldehyde dehydrogenase); active means well fitted inhibition curve with a large enough effect, not every such curve was filed as active; inconclusive means small, poorly fitted or top-dose-only effect, or another doubt; inactive means no such curve, though single readings can be large or run the other way;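 further: 0% = wells with enzyme and -100% = buffer wells without enzyme; nearly all actives have a fitted effect of over 50% in size; many of its hits are not listed in these tables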
Target sequence (B2RXH2 1-337 limits assumed): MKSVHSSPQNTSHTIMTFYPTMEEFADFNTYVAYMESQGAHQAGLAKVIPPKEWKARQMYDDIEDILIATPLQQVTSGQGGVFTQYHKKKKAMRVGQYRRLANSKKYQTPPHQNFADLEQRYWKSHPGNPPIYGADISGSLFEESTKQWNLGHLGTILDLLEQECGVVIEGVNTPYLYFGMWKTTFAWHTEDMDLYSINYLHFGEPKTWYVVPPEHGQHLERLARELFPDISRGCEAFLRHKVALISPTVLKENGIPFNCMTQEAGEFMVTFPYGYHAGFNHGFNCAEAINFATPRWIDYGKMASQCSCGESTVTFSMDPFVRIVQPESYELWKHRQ
Tau fibril ThT = inhibitors of human tau fibril formation, thioflavin T binding | P10636 | recombinant tau K18 P301L, heparin-induced fibrillization, ThT fluorescence | Potency, µM (titrated, usually from 57.4 µM), for the others: top-dose activity, negative = inhibition, actives largely listed as inhibitors | 270,000 tested, 2.1% active | AID 1460; further: on the % scale 0 is the no-effect control and ±100 the full control effect; nearly all actives have a fitted effect of over 55% in size
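Aggregation was driven by heparin (20 uM final) acting on recombinant tau […] bearing P301L in 100 mM sodium acetate pH 7; fibrils were detected with Thioflavin T.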
SMN2 splice enh = increases expression of the SMN2 splice variant. 210,000 tested, 2.8% active. AID 1458. HEK293 SMN2-luciferase splicing reporter, luminescence, 30-36 h. Potency, µM (top dose mostly 46.1 µM), inactives show top-dose activity change, positive = activation, most hits filed as activators; further: % of control where 0% means no effect; nearly all actives have a fitted effect of over 55% in size
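qHTS luciferase splicing reporter: luminescence rises when SMN2 exon 7 is included in transfected HEK293 cells. Compound exposure lasted 30-36 h at 37C, with 4.5 mM final sodium butyrate as control, followed by a ONE-Glo read.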
Tau fluor cs = counter-screen for tau fibril formation inhibitors; Potency, µM (doses to about 57.7 µM), for the others: at the top dose activity change, negative = decrease; 280,000 tested, 0.93% active; tau K18 P301L (four-repeat tau fragment) Alexa594 fluorescence, heparin fibrillization; AID 1463; further: on the % scale 0 is the no-effect control and ±100 the full control effect; nearly all actives have a fitted effect of over 55% in size
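Human K18 P301L tau (15 uM unlabeled plus 0.24 uM Alexa 594-labeled, final) in 100 mM sodium acetate pH 7 was mixed with compound and 20 uM heparin and incubated 6 hr at 37 C.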
* hit, by the source's call; u = inconclusive; x = no result given; [ ] = dose if it differs, or a comment. Unless noted, the call rests on the fitted dose curve; in most records, active means well fitted curve in the direction sought with a large enough effect; inconclusive means small, poorly fitted or top-dose-only effect, or another doubt; inactive means no such curve, though single readings can be large; an effect the other way counts as inactive or inconclusive. Potency means the concentration at half of the fitted maximal effect. An excerpt (hit frequency here may not be typical).

[1] CCC(Oc1ccccc1)C(=O)Nc1ccsc1C(=O)OC (stereo not given)
[2] Cc1cc(C)nc(NS(=O)(=O)c2ccc(NC(=O)NC3CCCCC3)cc2)n1
[3] COc1ccccc1CC1S/C(=N/N=C/c2ccco2)NC1=O (stereo not given)
[4] O=C(CSc1nnc2c(Cl)cc(Cl)cn12)N1CCOCC1
[5] Cc1ccc(Oc2nnc(-c3ccccc3)cc2C#N)cc1
[6] CCCCSc1nc2ccccc2[nH]1
[7] COc1ccc(C2NC(=S)NC(C)=C2C(=O)Nc2ccccn2)cc1 (stereo not given)
[8] Cc1ccc(C2/C(=C(\O)c3c(C)nc4ccccn34)C(=O)C(=O)N2CCN(C)C)o1 (stereo not given)
assay / entry,1,2,3,4,5,6,7,8
HTT ATP protect,-3%[10 µM],22%,-41%[inhibitor],-4%,-12%,-6%[10 µM],6%[10 µM],22%[10 µM]
Tau FP inhib,-15%,-1%,u,-2%,3%,1%,8%,-3%
HttQ103 aggreg,-3%,-7%,21%,24%,28%,0%[9.22 µM],-3%[9.22 µM],-5%[9.22 µM]
ALDH1A1 block,14µM*,9%,4%,22%,5%,-4%,14µM*,x
JMJD2E inh,0%,3%,-3%,-3%,11%,-1%,-2%,u
Tau fibril ThT,-18%,8%,-5%,-11%,5%,-1%,3%,-19%
SMN2 splice enh,-15%,-14%,-6%,9%,-26%,x,25%,x
Tau fluor cs,-7%,-2%,-9%,-8%,0%,9%,13%,-7%

Three entries already listed, ordered by molar mass, smallest number first.
[5] Cc1ccc(Oc2nnc(-c3ccccc3)cc2C#N)cc1
[4] O=C(CSc1nnc2c(Cl)cc(Cl)cn12)N1CCOCC1
[8] Cc1ccc(C2/C(=C(\O)c3c(C)nc4ccccn34)C(=O)C(=O)N2CCN(C)C)o1 (stereo not given)
assay / entry,5,4,8
HTT ATP protect,-12%,-4%,22%[10 µM]
Tau FP inhib,3%,-2%,-3%
HttQ103 aggreg,28%,24%,-5%[9.22 µM]
ALDH1A1 block,5%,22%,x
JMJD2E inh,11%,-3%,u
Tau fibril ThT,5%,-11%,-19%
SMN2 splice enh,-26%,9%,x
Tau fluor cs,0%,-8%,-7%

The list continues:
[9] Cc1cc(N)n(-c2nc(-c3cccnc3)nc3ccccc23)n1
[10] COc1ccc(NC(=O)c2ccco2)cc1NC(=O)c1ccc(OC(C)C)cc1
[11] Cc1ccc(-c2csc3nc(C(C)C)oc(=O)c23)c(C)c1
[12] N#Cc1cc(NCC2CCCO2)c([N+](=O)[O-])cc1C#N (stereo not given)
[13] Cc1ccc(S(=O)(=O)c2cn(CC(=O)Nc3ccccc3)c3ccc(F)cc3c2=O)cc1
[14] CCCCCCc1cc2cc(-c3nnc(-c4ccccc4O)o3)c(=O)oc2cc1O
[15] COc1ccccc1C(=O)NNC(=S)Nc1ccccc1
[16] Cc1cccc(N2CCN(C(=O)C3CCCN(C(=O)c4cc5sccc5n4C)C3)CC2)c1C (stereo not given)
assay / entry,9,10,11,12,13,14,15,16
HTT ATP protect,-14%,x,-16%[10 µM],10%[10 µM],x,-114%[inhibitor],-7%,x
Tau FP inhib,2%,9%,-8%,-7%,u,7%,3%,15%
HttQ103 aggreg,-8%,x,16%[9.22 µM],31%,4%,u,12%[9.22 µM],x
ALDH1A1 block,15%,x,-14%,1%,u,-15%,0%,x
JMJD2E inh,1%,x,7%,3%,-28%,u,-2%,x
Tau fibril ThT,-15%,-16%,-17%,-11%,2%,u,-8%,u
SMN2 splice enh,u,4%,x,-21%,2%,-42%[inhibitor],28%,-1%
Tau fluor cs,-15%,-18%,-18%,0%,u,-12%,-5%,-12%

[17] COc1ccc([N+](=O)[O-])cc1NC(=O)C(C)N(C)Cc1ccc(Br)cc1 (stereo not given)
[18] O=C(Nc1ccc2oc(=O)ccc2c1)c1ccc(-c2ccc(Cl)cc2)o1
[19] Cc1ccccc1CN1C(=O)CS/C1=N/N=C/c1ccco1
[20] Cc1cc(F)ccc1S(=O)(=O)N1CCCOC1CNC(=O)C(=O)NCCC1=CCCCC1 (stereo not given)
[21] O=C(Nc1ccc(NC(=O)c2ccccc2)nc1)c1ccncc1
[22] CC1(C(=O)O)Oc2cccnc2NC1=O (stereo not given)
[23] Cc1ccc2cc(C=O)c(Cl)nc2c1
[24] Oc1ccc(CN2CCCCC2)nc1-c1ccccc1
assay / entry,17,18,19,20,21,22,23,24
HTT ATP protect,25%[10 µM],-22%[10 µM],-3%[10 µM],-3%[10 µM],-44%,-25%,-48%[inhibitor],-14%[10 µM]
Tau FP inhib,5%,-6%,-3%,-4%,2%,3%,11%,6%
HttQ103 aggreg,16%,17%,17%[9.22 µM],-5%,21%,-2%,-16%,-24%
ALDH1A1 block,u,8.9µM*,x,-4%,-2%,14%,u,u
JMJD2E inh,1%,-2%,2%,-6%,u,5%,6%,u
Tau fibril ThT,-8%,-15%,x,-2%,-14%,-5%,-15%,7%
SMN2 splice enh,-33%[inhibitor],x,x,-8%,17%,9%,-11%,10%
Tau fluor cs,-28%,-10%,-30%,-5%,-5%,-2%,-7%,10%

Next records
item	Structure	HTT ATP protect	Tau FP inhib	HttQ103 aggreg	ALDH1A1 block	JMJD2E inh	Tau fibril ThT	SMN2 splice enh	Tau fluor cs
25	CCOC(=O)C1(Cc2ccc(Cl)cc2)CCN(CCCn2cccn2)CC1	4%[10 µM]	-7%[2.34 µM]	9%[9.22 µM]	1%	7%	-4%	x	-7%
26	Cc1ccc(C2SCC(=O)N2Cc2cn3ccsc3n2)o1 (stereo not given)	4%	-8%	20%	u	-14%	-12%	0%	-4%
27	COc1ccc(C(=O)CN2CCN(S(=O)(=O)c3cccc([N+](=O)[O-])c3)CC2)cc1	29%[10 µM]	5%	17%	10µM*	1%	-16%	-19%	-7%
28	COc1ccccc1Cc1nc(-c2cccnc2)no1	9%[10 µM]	-1%	9%[9.22 µM]	x	6%	-12%	x	-18%
29	CC(C)(C)NC(=O)CON=C1c2ccccc2-c2ccccc21	16%[10 µM]	6%	u	1%	2%	u	-5%	-20%
30	Cc1ccc(C(=O)Nc2cc(=O)n(C)c(=O)n2C)cc1C	-8%	-3%	21%	u	4%	-5%	-37%[inhibitor]	1%
31	COc1ccc(Cl)cc1NC(=O)CN(C(=O)c1ccco1)C1CCCCC1	0%	0%	u	0.04µM*	5%	6%	11%	0%
32	c1cc2cn[nH]c2cc1NC1CCCCCC1	-7%	u	-24%	u	u	28µM*	-1%	u
33	O=C(Cn1cnc2c(cnn2-c2ccccc2)c1=O)c1ccc(Cl)cc1	-2%[10 µM]	-11%	-24%	9%	9%	-12%	-15%	-5%
34	CCOC(=O)c1c(NC(=O)c2noc3c2CC(C(C)(C)C)CC3)sc2c1CCCC2 (stereo not given)	x	u	x	x	x	u	-1%	-21%
35	COc1ccc(-c2nc3c(c4c2C[C@H](c2ccccc2)OC4)CN(C(=O)C2CCCCC2)CC3)c(C)c1	-7%[10 µM]	-5%[11.6 µM]	x	u	-2%[11.4 µM]	-2%[11.5 µM]	6%[9.22 µM]	-7%[11.6 µM]
36	COc1ccc(C(=O)/C(=C\c2sccc2C)c2nc3ccccc3o2)cc1	x	-20%	20%	u	-4%	-11%	-15%	-16%
37	Nc1c(C(=O)C2CC2)sc2nc(-c3cccs3)cc(C(F)(F)F)c12	-79%[inhibitor]	-7%	-26%	u	u	u	21%	-12%
38	COc1ccc(OCc2nc3ccccc3n2C(C)C)cc1	-8%[10 µM]	10%	2%[9.22 µM]	1%	-8%	-10%	x	-7%
39	O=C1CCCC1C(=O)Nc1ccc2ccccc2c1 (stereo not given)	8%[10 µM]	5%	4%[9.22 µM]	x	-1%	x	x	-1%
40	Cn1c(-c2ccccc2)cnc1SCC(=O)NCc1ccco1	-3%[0.074 µM]	-10%	21%	-27%	-1%	u	22%	2%
41	C#CCNC(=O)C1=C[C@@H](c2ccc(Br)cc2)C[C@@H](OCCCCO)O1	9%[10 µM]	-7%	3%[9.22 µM]	u	u	u	x	-9%
42	CCOC(=O)c1ccc(NC(=S)N2CCN(CCNC3=CC(=O)CC(C)(C)C3)CC2)cc1	-4%	0%	5%	u	5%	-8%	-26%	-7%
43	CCCOC(=O)C1=C(C)OC23OC(N)=C(C#N)C12C(=O)c1ccccc13 (stereo not given)	-9%[10 µM]	6%	-10%	u	2%	-2%	-13%	-3%
44	COc1ccc(NC(=O)C2CCN(S(=O)(=O)c3cccc4cccnc34)CC2)cc1	-1%	2%	-5%	u	3%	-1%	-19%	-4%
45	CC(C)(C)c1ccc(C(=O)Nc2sc3c(c2C(=O)O)CCC3)cc1	-31%[10 µM]	-7%	-11%[9.22 µM]	0%	u	14µM*	x	u
46	Cc1nc2ccc(NC3=NCCCCC3)cc2s1	-6%	-2%	2%	u	-12%	-6%	3%	4%
47	CCN(CC)C(=O)Oc1nnc(SC(C)C)n1-c1ccc(Cl)cc1	13%[10 µM]	0%	13%[9.22 µM]	x	0%	x	x	-3%
48	COc1ccc(N2CCN(C(=O)CCCSc3nc4ccccc4[nH]3)CC2)cc1	-2%	1%	-7%[9.22 µM]	-10%	7%	u	-67%[inhibitor]	-28%
49	COc1ccc2c(N)c(C(=O)NN)[nH]c2c1	11%[10 µM]	3%	-12%[9.22 µM]	x	u	x	x	-21%
50	C/C(=N\NC(=O)c1cc(-c2ccc(C)s2)[nH]n1)c1ccco1	16%[10 µM]	-8%	7%	u	7%	u	11µM*	-21%
51	CCCN(Cc1cc2ccc(C)cc2[nH]c1=O)C(=O)c1cccnc1	11%	0%	-12%	-11%	u	-7%	15%	-7%

Profiles, looked up by structure.
CCCOC(=O)C1=C(C)OC23OC(N)=C(C#N)C12C(=O)c1ccccc13 (stereo not given) is listed with HTT ATP protect = -9%[10 µM]; Tau FP inhib = 6%; HttQ103 aggreg = -10%; ALDH1A1 block = u; JMJD2E inh = 2%; Tau fibril ThT = -2%; SMN2 splice enh = -13%; Tau fluor cs = -3%
COc1ccc(-c2nc3c(c4c2C[C@H](c2ccccc2)OC4)CN(C(=O)C2CCCCC2)CC3)c(C)c1 is listed with HTT ATP protect = -7%[10 µM]; Tau FP inhib = -5%[11.6 µM]; HttQ103 aggreg = x; ALDH1A1 block = u; JMJD2E inh = -2%[11.4 µM]; Tau fibril ThT = -2%[11.5 µM]; SMN2 splice enh = 6%[9.22 µM]; Tau fluor cs = -7%[11.6 µM]
